High-throughput results: PubChem, several laboratories
Calb biofilm kill: kills Candida albicans biofilms. AID 834. C. albicans biofilm + clotrimazole, Alamar Blue. hit rate 0.14% among 85,000. inhibition, % at 6 µM;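 active = inhibition above 20%; inactive = inhibition below 20%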;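 note: preformed 24 hr biofilms exposed to compound for 48 hr; 0% = biofilm without compound and 100% = blank killed by clotrimazole plus chlorhexidine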
CYP2C9 activ: activators of human CYP2C9; P11712; recombinant CYP2C9, luciferin-H conversion, luminescence; hits give high values; factor 1 = untreated enzyme, 0 = blocked; activation factor at 5 µM; hit rate 1.4% among 96,000;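 active = activation factor of 2 or more for CYP2C9 at a 5 µM dose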;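 note: 0 = sulfaphenazole-blocked wells and 1 = vehicle-only wells; values of inactives mirror those of a sister screen read the other way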
LYP act: activators of human LYP (PTPN22) phosphatase; activation, % at 2 µM; hit rate 0.11% among 96,000; recombinant LYP, DiFMUP fluorescence; 0 = plate median, 100 = signal doubled; Q9Y2R2; AID 697;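 active = activation at 2 µM above a set limit, the mean plus 5 SD, cut at about 37% in these data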
HIV Rev-RRE inh: disrupts HIV-1 Rev binding to RRE RNA; P05866; Rev peptide-RRE RNA binding, FRET; inhibition, % at 8 µM; hit rate 0.79% among 97,000; AID 704;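 active = inhibition above the screen-wide mean plus 3 SD, cut at about 35% in these data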;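 note: 0% = median DMSO wells and 100% = median Neomycin B control wells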
Target sequence (P05866 whole entry, looked up): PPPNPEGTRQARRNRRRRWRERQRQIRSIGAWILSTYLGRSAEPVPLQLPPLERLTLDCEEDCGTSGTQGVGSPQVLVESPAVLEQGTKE
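Test system: Cy5-tagged RRE RNA duplex with fluorescein-tagged Rev peptide | Read-out: % inhibition of FRET ratio versus controls | Probe or stimulus: Labelled Rev peptide | Incubation: 5 min RNA-compound premix plus 15 min binding step, 25 °C | Technique: FRET fluorescence readout | Benchmarks: DMSO low control, neomycin B high control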
PLK1 inh: PLK1 (human) kinase inhibition. P53350. recombinant PLK1 kinase, TR-FRET peptide phosphorylation. inhibition, % at 10 µM. hit rate 0.53% among 97,000;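 active = inhibition of 50% or more in the single-concentration screen; inactive = inhibition below 50%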;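 note: 0% = DMSO max control and 100% = H-89 dihydrochloride min control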
EphB4 antag: blocks human EphB4 binding to ephrin-B2. AID 720. EphB4 LBD / TNYL-RAW-Alexa532 peptide, fluorescence polarization. inhibition, % at 7 µM. P54760. hit rate 0.15% among 97,000;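 active = inhibition above the screen-wide mean inhibition plus 3 SD, cut at about 15% in these data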;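 note: 0% = DMSO wells and 100% = excess unlabeled TNYL-RAW peptide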
Target sequence (P54760 whole entry, looked up, the tested form may be a part): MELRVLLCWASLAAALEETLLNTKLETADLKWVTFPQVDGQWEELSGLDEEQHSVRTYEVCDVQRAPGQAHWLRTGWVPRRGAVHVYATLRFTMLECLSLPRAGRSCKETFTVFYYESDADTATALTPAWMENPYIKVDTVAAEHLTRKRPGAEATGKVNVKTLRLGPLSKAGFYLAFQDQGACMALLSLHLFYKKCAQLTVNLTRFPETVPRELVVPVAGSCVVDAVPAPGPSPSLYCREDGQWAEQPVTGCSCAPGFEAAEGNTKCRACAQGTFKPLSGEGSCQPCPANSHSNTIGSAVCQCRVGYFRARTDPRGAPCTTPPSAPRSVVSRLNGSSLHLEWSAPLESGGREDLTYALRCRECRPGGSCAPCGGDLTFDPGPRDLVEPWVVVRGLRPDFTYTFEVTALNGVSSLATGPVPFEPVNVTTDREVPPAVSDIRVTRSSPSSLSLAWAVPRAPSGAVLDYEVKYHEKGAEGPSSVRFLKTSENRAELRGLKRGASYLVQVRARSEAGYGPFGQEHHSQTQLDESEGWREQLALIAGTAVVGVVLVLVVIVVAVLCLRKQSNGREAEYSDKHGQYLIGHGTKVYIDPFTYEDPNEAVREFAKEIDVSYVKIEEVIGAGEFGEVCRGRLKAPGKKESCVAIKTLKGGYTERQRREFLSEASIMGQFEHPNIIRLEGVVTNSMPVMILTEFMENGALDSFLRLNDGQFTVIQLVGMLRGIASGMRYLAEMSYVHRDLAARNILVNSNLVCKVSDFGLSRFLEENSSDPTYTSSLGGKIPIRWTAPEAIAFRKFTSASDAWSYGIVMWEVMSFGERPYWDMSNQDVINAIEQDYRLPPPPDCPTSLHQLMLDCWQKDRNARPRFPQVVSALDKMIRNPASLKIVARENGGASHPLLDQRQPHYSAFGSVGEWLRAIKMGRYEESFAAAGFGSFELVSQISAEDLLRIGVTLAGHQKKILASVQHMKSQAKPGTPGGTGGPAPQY
PLK1 PBD inh: blocks phosphopeptide binding to human Plk1 polo box domain; Plk1 PBD phosphopeptide binding, fluorescence polarization; inhibition, %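 (tested at about 20 µM)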; hit rate 0.13% among 97,000; AID 693; in the data active = inhibition above about 34%, passing the limit was not always enough
CYP2C9 inhib: blocks human cytochrome P450 2C9. P11712. CYP2C9 Supersomes, luciferin-H conversion, luminescence. inhibition, % at 5 µM. hit rate 20% among 96,000. AID 777;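 active = blocking of liver enzyme CYP2C9 beyond about 50% at 5 µM, limit read from the data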; note: values of inactives mirror those of a sister screen read the other way
PTPN22 inh 2: inhibitors of human LYP (PTPN22) phosphatase; AID 640; recombinant LYP catalytic domain, DiFMUP fluorescence; Q9Y2R2; inhibition, % at 2 µM; hit rate 0.21% among 96,000;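 active = inhibition at 2 µM at or above a set limit, the screen mean plus 3 SD, cut at about 24% in these data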;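 note: 0% = DMSO with enzyme and 100% = enzyme fully blocked by orthovanadate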
The depositor's hits bear a star; / = not tested or not shown.

SMILES	Calb biofilm kill	CYP2C9 activ	LYP act	HIV Rev-RRE inh	PLK1 inh	EphB4 antag	PLK1 PBD inh	CYP2C9 inhib	PTPN22 inh 2
COC(=O)c1ccccc1NC(=O)c1noc2c1CC(C(C)(C)C)CC2 (stereo not drawn)	-4	0.8	-3	14	5	9	-10	19	1
O=C(OCc1ccc(F)cc1Cl)c1ccccn1	9	0.8	-4	-2	-13	5	-7	17	1
CCc1c(C)sc(NC(=O)CSc2nc3c(c(C(F)(F)F)n2)CCc2ccccc2-3)c1C#N	/	1	-2	6	-15	-5	11	3	5
CCCCn1c2c(c3ccccc31)CCc1nonc1-2	10	1	0	25	-9	6	-9	0	-2
Cc1c(NC(=O)c2ccc(CN3CCc4ccccc4C3)cc2)c(=O)n(-c2ccccc2)n1C	7	0.9	-4	5	-1	5	6	10	8
O=S(=O)(c1ccc(Cl)s1)N1CCN(c2ncccn2)CC1	3	0.6	-4	-2	3	-7	3	43	-1
O=C(Cc1c[nH]c2ccccc12)Nc1nccs1	-4	0.8	2	6	-7	1	2	21	-3
Cc1ccc(CCN2CC(C(=O)NC3CCCC3)CC2=O)cc1 (stereo not drawn)	4	0.9	0	1	-3	-11	15	10	-1
CCOC(=O)c1ccc(N2C(=O)CC(N3CCC(O)(c4ccc(Br)cc4)CC3)C2=O)cc1 (stereo not drawn)	-2	1	-12	12	-5	5	-6	-4	13
Cc1ccc(C)n1Cc1ccc(C(=O)O)cc1	0	0.9	-7	-59	0	2	1	5	2
O=C(COC(=O)C1(c2ccccc2F)CCCC1)N1CCOCC1	-2	1.3	4	8	-5	-2	-21	-29	-5
Cc1cc(Cl)c(S(=O)(=O)NC2CCCCC2)cc1OCC(=O)Nc1nncs1	7	/	3	1	-13	8	11	/	-3
O=C(Cc1ccc2c(c1)CCCC2)Nc1ccccc1Br	/	1	3	4	-7	-4	-3	0	2
C/C(=N\O)c1ccc(N2C(=O)C3CC=C(Cl)CC3C2=O)cc1 (stereo not drawn)	/	/	16	0	-5	-3	2	/	-21
CC(=O)c1c(C(C)=O)c(C)n(NC(=O)c2ccccc2O)c1C	3	0.1	7	5	-8	3	-16	86*	-9
COc1ccc(CNC(=O)C(OC(=O)c2ccco2)c2ccc(OC)cc2)cc1 (stereo not drawn)	1	/	0	-2	-8	-2	13	/	0
CCOC(=O)C1=C(C)Nc2ccccc2N=C1NC(=O)CCCN1C(=O)c2ccccc2C1=O	/	0.8	-4	3	-13	7	-7	20	4
COc1ccc(C2N(c3cc(Cl)ccc3OC)C(=O)C3CCCN32)cc1 (stereo not drawn)	2	1.8	-7	4	4	4	5	-85	6
CCN1CCN(C(C(=O)NC2CCCC2)c2ccc(Cl)cc2)CC1 (stereo not drawn)	-3	0.9	0	/	-11	/	1	7	-2
CCOC(=O)c1cnn(-c2cc(C)nc3c(-c4ccc(Cl)cc4)c(C)nn23)c1N	/	0.9	-8	-2	-9	8	5	7	12
COc1ccc(OC)c(NC(=O)CSc2nc3c(c(=O)n(C)c(=O)n3C)n2C)c1	3	0.8	18	0	-10	-6	8	20	-19
Cc1ccc(NC(=O)CSc2nc(-c3ccco3)cc(C(F)(F)F)n2)cc1C	6	/	-9	-1	-7	-2	6	/	8
Cc1ccsc1C(=O)Nc1nnc(-c2ccco2)o1	6	0.4	2	4	-7	-3	12	57*	-4
CCOC(=O)N1CCN(Cc2ccccn2)CC1	1	0.9	-3	8	-4	2	-4	13	6
CCc1ccc(NC(=O)CSc2nnc(-c3ccccn3)n2C)cc1	8	0.3	-2	3	-7	4	8	72*	0
COc1ccc(C2C(C(=O)c3sc(C)nc3C)=C(O)C(=O)N2CCN2CCOCC2)cc1 (stereo not drawn)	-1	/	2	9	-10	3	16	/	-6
C/C(N)=C(/C#N)C(=O)CSc1nnc(Cc2ccccc2F)n1N	8	1	-9	4	-11	5	17	-2	7
CN(C)c1ccnc2sc3c(=O)n(-c4ccccc4)cnc3c12	10	0.8	-10	7	-7	0	-4	20	9
CC(=O)C1=C(C)OC(N)=C(C#N)C1c1cc2cc(C)c(C)cc2nc1Cl (stereo not drawn)	/	0.8	-5	5	-9	-4	1	25	7
Cc1cccc(OCC(=O)Nc2nc3ccc([N+](=O)[O-])cc3s2)c1	/	0.1	1	13	6	2	0	91*	1
CS(=O)(=O)c1ccc2nc(NC(=O)CN3CCCCCC3)sc2c1	4	0.7	0	4	0	0	-4	25	-4
COc1nc(Nc2ccc(C(C)C)cc2)nc(OC)n1	4	/	-5	10	-7	2	1	/	5
Cc1cc(NC(=O)CSc2nnc(C)c(=O)[nH]2)no1	13	0.9	1	/	-16	/	-5	6	-2
CN(CC(=O)Nc1cccc2c1CCCC2)S(=O)(=O)c1ccc(Br)cc1	/	1	-6	11	-3	-4	-6	-4	8
O=C(CCN1C(=O)CSC1=O)Nc1ccc(Br)cc1	/	/	-4	3	-5	-2	21	/	4
COc1cc(OC)c(C2=NOC(C(=O)NCc3ccc4c(c3)OCO4)C2)cc1Cl (stereo not drawn)	4	1.2	-1	11	-23	1	8	-16	-2
NNC(=O)CNC(c1ccccc1)c1cc(Br)ccc1NC(=O)CCN1CCOCC1 (stereo not drawn)	/	0.9	-4	7	-10	-2	3	11	9
CCc1ccc(C(C)NC(=O)/C=C/c2ccc(Br)cc2)cc1 (stereo not drawn)	/	1.1	-7	1	-12	-3	-34	-6	5
COc1ccc(OC)c(C2CC(=O)NC(SC)=C2C#N)c1 (stereo not drawn)	16	0.4	5	14	-8	1	0	64*	-5
CCC(=O)Nc1nnc(-c2ccncc2)s1	-3	0.6	-6	6	20	9	0	38	9
[O-][n+]1onc2c1CCc1c-2nn(-c2ccccc2Cl)[n+]1[O-]	3	1.2	-5	4	-9	-6	-15	-17	6
COc1ccc(S(=O)(=O)N2CC3C4C=CC(C4)C3C2)cc1 (stereo not drawn)	8	0.8	3	5	-3	2	20	22	-3
COc1cc(/C=C(\C#N)C(=O)Nc2ccc(SC(F)F)cc2)cc(OC)c1OC	/	0.7	-2	4	-7	9	-6	25	0
CSc1nc(-c2ccccc2)nn1S(=O)(=O)c1ccccc1	7	/	8	1	-14	-6	-1	/	-14
c1ccc2oc(-c3ccc(Nc4nc(N5CCCCC5)nc(N5CCOCC5)n4)cc3)nc2c1	8	0.8	-14	13	-11	1	3	18	16
CCN(CC)CCN1C(=O)C(O)=C(C(=O)c2sc(C)nc2C)C1c1cccnc1 (stereo not drawn)	9	1.2	-4	12	-9	-2	13	-17	8
CCN(CC)C(=O)CSc1nnc(-c2cc(OC)cc(OC)c2)o1	7	1.3	-5	9	-7	6	1	-27	7
CCC(C)(C)n1nnnc1C(c1cccs1)N1CCN(c2nc3ccccc3s2)CC1 (stereo not drawn)	6	0.3	-6	6	-13	-5	-33	71*	4

Individual results from the list.
In CYP2C9 inhib, COc1ccc(S(=O)(=O)N2CC3C4C=CC(C4)C3C2)cc1 (stereo not drawn) reads 22
In PLK1 inh, CCC(C)(C)n1nnnc1C(c1cccs1)N1CCN(c2nc3ccccc3s2)CC1 (stereo not drawn) reads -13

(list continues)
SMILES	Calb biofilm kill	CYP2C9 activ	LYP act	HIV Rev-RRE inh	PLK1 inh	EphB4 antag	PLK1 PBD inh	CYP2C9 inhib	PTPN22 inh 2
CN(C)CCNC(=O)c1c(O)c2c([nH]c1=O)CCCC2	1	0.9	0	-3	3	5	-12	6	-1
CC1(C)COC(c2cccn2Cc2ccc(F)cc2Cl)=N1	8	0.8	3	7	-7	-5	-1	18	-6
COc1cccc(C2C(C#N)=C(N)Oc3c2oc(CO)cc3=O)c1OC (stereo not drawn)	-1	1.1	-2	8	-5	0	-12	-6	0
CN1CCN(c2nc3c(c(=O)[nH]c(=O)n3C)n2CCOc2ccccc2)CC1	6	1	6	10	-3	0	-15	-2	-7
Cc1ccc(NC2SC(=O)N(Cc3cccc(C(=O)O)c3)C2=O)cc1 (stereo not drawn)	7	0.9	-4	7	-14	5	-2	13	3
Cc1ccc(CNC(=O)C(=O)NCCCn2ccnc2)cc1	3	/	1	6	16	6	8	/	-2
COc1ccc(N(CC(=O)NN=C2CCCCCCC2)S(=O)(=O)c2ccccc2)cc1	/	0.6	-2	5	-5	0	-7	43	0
CCS(=O)(=O)c1ccc2c(c1)N(S(C)(=O)=O)CC(C(=O)NC1CC1)O2 (stereo not drawn)	/	0.8	-4	7	-7	3	2	21	6
CC(=O)Nc1ccc(S(=O)(=O)NCC2CCC(C(=O)N3CCCCCC3)CC2)cc1 (stereo not drawn)	-2	1	-1	-3	-6	2	-11	-5	-1
Cc1ccc(N2CC(C(=O)Nc3ccc4c(c3)OCO4)CC2=O)cc1 (stereo not drawn)	10	1	2	6	-15	1	12	0	-4
O=C(COc1ccccc1)N1CCNC1=O	-3	1	20	7	-2	3	25	1	-23
C=C(C)COc1ccc2oc(C)c(C(=O)OCCOC)c2c1	5	0.4	4	12	3	-1	11	60*	-5
CC(C)(C)c1cc(Cc2ccccc2)[nH]n1	0	0.7	2	14	-12	5	-3	31	0
CC1CCN(c2c([N+](=O)[O-])nn(-c3ccc4c(c3)OCCO4)[n+]2[O-])CC1	3	0.6	-13	4	5	6	20	39	12
CC(=O)Nc1ccccc1NS(=O)(=O)c1ccc(Cl)cc1	3	0.6	5	8	-4	6	22	45	-6
Cc1ccc([N+](=O)[O-])cc1/C=N/Nc1nnnn1-c1ccccc1	/	0.9	14	6	-11	-10	-15	11	-14
O=C1C=C(NCc2ccc(Cl)cc2Cl)C2(CCCCC2)O1	-1	0.9	4	16	-4	3	9	13	-5
CSc1ccc(C(=S)N2CCN(Cc3ccccc3)CC2)cc1	-3	0.6	-2	7	-12	6	4	41	4
CN1CCOc2cc(S(=O)(=O)Nc3ccc(F)cc3)ccc21	7	0.4	-10	2	-18	0	10	60*	7
Cc1cc(NCCCN2CCOCC2)n2ncc(-c3ccccc3)c2n1	-3	0.1	-1	12	-8	6	-19	88*	-2
O=C(CSc1ncn[nH]1)N1CCN(S(=O)(=O)c2ccc(Cl)cc2)CC1	1	0.5	-5	9	-32	1	6	45	6
Cn1c(SCC(=O)N2CCCc3ccccc32)nc2cccnc21	4	/	-8	3	-8	-5	24	/	10
CCC(=O)N(CCO)Cc1cc2ccc(C)c(C)c2[nH]c1=O	-5	0.9	-1	8	-14	-1	-13	7	0
Cn1c2c(c(=O)n(C)c1=O)CN(CCCN1CCOCC1)CN2	8	1.1	-4	13	-10	1	-8	-5	3
CC(C(=O)NCC1CCCO1)N(C(=O)c1snc(C(N)=O)c1N)c1cccc(F)c1 (stereo not drawn)	8	0.7	3	4	0	4	-14	26	-5
O=C(NCC1c2ccccc2CCN1C(=O)CN1CCOCC1)C1CCCCC1 (stereo not drawn)	9	0.9	-9	0	-8	-4	-27	10	7
CC12CCC(C(=O)Nc3ccccc3)(C/C1=N\O)C2(C)C (stereo not drawn)	2	1	-1	11	-4	-2	-15	1	5
CCOCC(=O)Nc1ccc(S(=O)(=O)NCCc2ccccc2)cc1	8	0.7	0	-2	-7	-2	-1	30	-2
CCc1c(C)n2nc(C)cc2[nH]c1=O	5	1.3	10	3	-17	-5	3	-33	-12
CCCCn1nnnc1NCc1ccc(C)s1	4	/	6	2	-12	4	17	/	-7
